CaV13 FRET inh: Primary screen for inhibitors of IQ motif and Ca2+-dependent inactivation inhibitor domain binding in CACNA1D, Förster resonance energy transfer in living cells, … | HEK cells, CFP/YFP FRET ICDI-IQ, plate reader, 10 min; percent FRET-ratio fall versus neutral wells | inhibition, % at 12.3 µM | 340,000 compounds, 0.098% hits;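 active = mean replicate inhibition of at least 30% and at least 1% of replicates passing that level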;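 also: 0% = median of the neutral control wells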
MC4R ag barr: agonists of human melanocortin 4 receptor (MC4R) beta-arrestin; 360,000 compounds, 0.98% hits; U2OS MC4R beta-arrestin complementation, luminescence; percent of melanotan II response, DMSO zero; activation, % at 8.9 µM; AID 540308; P32245;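 active = activation above a per-plate cutoff, the mean activation of sample wells on that plate plus 3 SD, cut at about 8% in these data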
Cardio protect: myocardial damage modulation in H9c2 cells. H9c2 cardiomyocytes, H2O2 injury protection, ATPLite, 2 h. protection from H2O2 cell death, % at 20 µM. 360,000 compounds, 0.63% hits. AID 588492;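 active = compounds giving at least 50% protection of heart cells from peroxide-induced death in the single-dose screen, raw or plate-pattern-corrected value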;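 also: 0% = DMSO wells with peroxide and 100% = DMSO wells without peroxide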
HTR2A ag: agonists of mouse serotonin 5-HT2A receptor (HTR2A). 360,000 compounds, 0.66% hits. CHO-K1 mHTR2A beta-arrestin complementation, luminescence; percent of 30 µM serotonin response. P35363. AID 624169. activation, % at 7.6 µM;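 active = activation above a run cutoff, the mean activation of all tested compounds plus 3 SD, cut at about 14% in these data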;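 also: 0% = plate median of compound wells and 100% = 30 µM serotonin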
Target sequence (P35363 whole entry, looked up): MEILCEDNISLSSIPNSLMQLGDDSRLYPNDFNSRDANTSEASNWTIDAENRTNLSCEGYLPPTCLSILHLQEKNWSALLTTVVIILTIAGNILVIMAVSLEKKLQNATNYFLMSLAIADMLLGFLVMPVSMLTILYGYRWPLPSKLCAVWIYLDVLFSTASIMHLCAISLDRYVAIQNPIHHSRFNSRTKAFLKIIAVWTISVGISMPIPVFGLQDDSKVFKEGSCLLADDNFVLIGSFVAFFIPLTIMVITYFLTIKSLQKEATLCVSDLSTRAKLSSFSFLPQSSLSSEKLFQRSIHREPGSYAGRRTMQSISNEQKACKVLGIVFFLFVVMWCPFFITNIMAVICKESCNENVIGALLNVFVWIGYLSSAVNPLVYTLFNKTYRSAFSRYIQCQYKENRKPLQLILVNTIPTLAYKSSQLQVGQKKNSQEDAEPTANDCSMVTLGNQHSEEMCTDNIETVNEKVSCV
MC4R antag cAMP: human MC4R antagonism in cAMP assay; P32245; MC4R-expressing cells, MTII-stimulated cAMP, LANCE TR-FRET; inhibition, % at 6.5 µM; 360,000 compounds, 0.48% hits; AID 540295;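 active = inhibition above its plate's cutoff, the mean of tested wells on that plate plus 3 SD, cut at about 29% in these data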;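 also: 0% = Melanotan II alone and 100% = Melanotan II plus saturating MCL0020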
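Test system: U2OS cells stably expressing human melanocortin 4 receptor (MC4R); also added: Melanotan II challenge; compound: 6.5 µM single dose; timing: 30-min compound preincubation, 1-h Melanotan II challenge, 1-h detection, room temperature; signal: Eu-cAMP/anti-cAMP TR-FRET, emission 671 nm; repeats: one well per compound, no replicates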
ABHD5-PLIN5 inh: inhibitors of human ABHD5-perilipin-5 interaction. Split G. princeps luciferase complementation, luminescence, 4 h. inhibition, % at 4 µM. 360,000 compounds, 0.78% hits;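 active = inhibition above the mean inhibition across every tested compound plus 3 SD, cut at about 22% in these data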;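 also: 0% = DMSO only wells and the 100% control is not disclosed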
Exocytosis inh: lytic granule exocytosis inhibition | TALL-104 LAMP-1 surface exposure, flow cytometry; cells stimulated with thapsigargin and PMA | inhibition, % at 10 µM | 360,000 compounds, 0.66% hits | AID 651702;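 active = inhibition above about 55%, limit read from the data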
Glyco luc inh: N-linked glycosylation inhibition | D54 ERlucT glycosylation luciferase reporter, 24 h; percent of 100 nM tunicamycin response | reporter increase, % at 12.5 µM | 360,000 compounds, 0.23% hits;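 active = mean luciferase reporter signal, scaled so untreated is 0 and the glycosylation-blocking control 100, at or above a set limit in every replicate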;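 also: luciferase carries N-glycosylation sites so blocking glycosylation raises the light; 0% = median of neutral control wells and 100% = median of 100 nM tunicamycin wells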
PDI inh: inhibitors of human protein disulfide isomerase. P07237. PDI insulin aggregation turbidity, A650, 90 min. inhibition, % at 10 µM. 350,000 compounds, 0.052% hits. AID 588391;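 active = mean inhibition across replicates of 30% or more, whatever share of single replicates reach that level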;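 also: absorbance from insulin aggregation driven by PDI reduction with DTT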
Target sequence (P07237 whole entry, looked up): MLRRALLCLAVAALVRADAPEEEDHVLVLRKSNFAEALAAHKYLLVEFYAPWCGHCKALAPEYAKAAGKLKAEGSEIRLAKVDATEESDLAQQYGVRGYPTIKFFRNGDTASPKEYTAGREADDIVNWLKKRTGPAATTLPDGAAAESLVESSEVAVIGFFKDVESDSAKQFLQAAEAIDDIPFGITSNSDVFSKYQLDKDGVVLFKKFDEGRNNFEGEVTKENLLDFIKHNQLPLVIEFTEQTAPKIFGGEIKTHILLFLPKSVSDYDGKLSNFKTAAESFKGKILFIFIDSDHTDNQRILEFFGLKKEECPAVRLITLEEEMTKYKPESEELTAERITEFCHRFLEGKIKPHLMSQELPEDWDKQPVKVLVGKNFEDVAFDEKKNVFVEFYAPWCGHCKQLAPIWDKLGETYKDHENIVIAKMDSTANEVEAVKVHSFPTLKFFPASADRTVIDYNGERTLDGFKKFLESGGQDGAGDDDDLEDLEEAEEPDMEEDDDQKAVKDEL
ABCB6 inh 2: human ABCB6 transporter inhibition. Q9NP58. K562-ABCB6 porphyrin accumulation, flow cytometry, 1 h; hits give low values. fluorescence ratio to DMSO, % at 10 µM. 360,000 compounds, 0.19% hits;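 active = fluorescence ratio to DMSO below 75%, the collection mean minus 3 SD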;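 also: signal is porphyrin accumulated inside mitochondria; 100% equals median channel fluorescence of DMSO control wells; lower ratio means ABCB6 inhibition with less porphyrin fluorescence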
An asterisk follows results filed as active.

How did O=C(CSC1=NS(=O)(=O)c2cc(Cl)ccc2N1)NCc1ccccc1 do in these assays?
CaV13 FRET inh: -6; MC4R ag barr: -0.8; Cardio protect: -6; HTR2A ag: 1; MC4R antag cAMP: -3; ABHD5-PLIN5 inh: 2; Exocytosis inh: -5; Glyco luc inh: 0; PDI inh: 4; ABCB6 inh 2: 105

Results for C=CCNC(=O)c1ccccc1NC(=O)c1ccc(Cl)c(S(=O)(=O)Nc2cc(C)ccc2C)c1 ?
MC4R ag barr: -2.3; Cardio protect: -1; HTR2A ag: -4; MC4R antag cAMP: 7; ABHD5-PLIN5 inh: -6; Exocytosis inh: 8; Glyco luc inh: -2; PDI inh: -6; ABCB6 inh 2: 96

Results for CC1CCc2nc(N)c(C#N)c(-c3cccn3C)c2C1 (centres undefined) ?
CaV13 FRET inh: -4; MC4R ag barr: -0.5; Cardio protect: -8; HTR2A ag: -3; MC4R antag cAMP: -4; ABHD5-PLIN5 inh: 5; Exocytosis inh: 0; Glyco luc inh: -1; PDI inh: 15; ABCB6 inh 2: 103

What do the screens show for `CC(C)c1ccc(C2(C)NC(=O)N(C(C)C(=O)Nc3ccc(N4CCOCC4)cc3)C2=O)cc1` (centres undefined)?
CaV13 FRET inh: -6; MC4R ag barr: 3.3; Cardio protect: -2; HTR2A ag: -1; MC4R antag cAMP: 4; ABHD5-PLIN5 inh: -8; Exocytosis inh: -1; Glyco luc inh: -3; PDI inh: 13; ABCB6 inh 2: 102

How did COCCn1nnnc1C(c1cc2cc(OC)c(OC)cc2[nH]c1=O)N1CCN(c2ccc(O)cc2)CC1 (centres undefined) do in these assays?
CaV13 FRET inh: 2; MC4R ag barr: -0.9; Cardio protect: 4; HTR2A ag: -4; MC4R antag cAMP: -8; ABHD5-PLIN5 inh: 6; Exocytosis inh: -3; Glyco luc inh: 3; PDI inh: 10; ABCB6 inh 2: 101

How did CCOc1ccc(NC(=O)CSc2nnc(CNC(=O)c3ccco3)o2)cc1 do in these assays?
CaV13 FRET inh: 11; MC4R ag barr: -3.2; Cardio protect: 8; HTR2A ag: -2; MC4R antag cAMP: 8; ABHD5-PLIN5 inh: -3; Exocytosis inh: -13; Glyco luc inh: -1; PDI inh: -10; ABCB6 inh 2: 99

What do the screens show for `COc1ccc(CCNc2nc(C)nc3c2nnn3Cc2ccccc2)cc1OC`?
CaV13 FRET inh: -5; MC4R ag barr: -0.9; Cardio protect: 16; HTR2A ag: 1; MC4R antag cAMP: 8; ABHD5-PLIN5 inh: 3; Exocytosis inh: -4; Glyco luc inh: -3; PDI inh: -32; ABCB6 inh 2: 98

How did CN(CC(=O)Nc1ccc(F)cc1)C(=O)COC(=O)CSc1ccc(F)cc1 do in these assays?
CaV13 FRET inh: -1; MC4R ag barr: -1.3; Cardio protect: -3; HTR2A ag: 2; MC4R antag cAMP: -1; ABHD5-PLIN5 inh: 1; Exocytosis inh: -3; Glyco luc inh: 1; PDI inh: -3; ABCB6 inh 2: 99

How did CCCCCc1ccc(-c2ccc(/C=C/C(=O)O)cc2)nc1 do in these assays?
CaV13 FRET inh: -2; MC4R ag barr: 0.6; Cardio protect: -11; HTR2A ag: 3; MC4R antag cAMP: 12; ABHD5-PLIN5 inh: 7; Exocytosis inh: -1; Glyco luc inh: -3; PDI inh: -2; ABCB6 inh 2: 101

How did COCCNCCOCCOc1ccc(Cl)c(C)c1 do in these assays?
CaV13 FRET inh: -5; MC4R ag barr: -0.4; Cardio protect: 14; HTR2A ag: -3; MC4R antag cAMP: 0; ABHD5-PLIN5 inh: -3; Exocytosis inh: -5; Glyco luc inh: -1; PDI inh: 4; ABCB6 inh 2: 102

Results for CCOc1ccc(NS(=O)(=O)c2ccc(NS(C)(=O)=O)cc2)cc1 ?
MC4R ag barr: -1.4; Cardio protect: -1; HTR2A ag: 7; MC4R antag cAMP: 17; ABHD5-PLIN5 inh: 5; Exocytosis inh: 7; Glyco luc inh: 0; PDI inh: 7; ABCB6 inh 2: 106

Results for CC(C)Nc1nc(-c2cccnc2)nc(-c2ccccc2)c1C#N ?
CaV13 FRET inh: -5; MC4R ag barr: -1.0; Cardio protect: -3; HTR2A ag: 3; MC4R antag cAMP: 7; ABHD5-PLIN5 inh: -6; Exocytosis inh: 4; Glyco luc inh: -2; PDI inh: -4; ABCB6 inh 2: 100

How did CCC(C)c1ccc(OCCn2ccnc2)cc1 (centres undefined) do in these assays?
CaV13 FRET inh: -7; MC4R ag barr: -1.2; Cardio protect: -4; HTR2A ag: 7; MC4R antag cAMP: -2; ABHD5-PLIN5 inh: 3; Exocytosis inh: 0; Glyco luc inh: -3; PDI inh: 2; ABCB6 inh 2: 96

Results for NC(c1ccccc1)c1cccs1 (centres undefined) ?
CaV13 FRET inh: -10; Cardio protect: -2; HTR2A ag: 5; ABHD5-PLIN5 inh: 1; Exocytosis inh: 0; Glyco luc inh: 0; ABCB6 inh 2: 96

Results for O=C(O)c1ccc(Oc2c(C(F)(F)F)oc3cc(O)ccc3c2=O)cc1 ?
CaV13 FRET inh: -2; MC4R ag barr: 1.6; Cardio protect: 2; HTR2A ag: 0; MC4R antag cAMP: -10; ABHD5-PLIN5 inh: 4; Exocytosis inh: 4; Glyco luc inh: -2; PDI inh: 8; ABCB6 inh 2: 96

What do the screens show for `COc1ccc(NS(=O)(=O)c2ccc(O)c([N+](=O)[O-])c2)cc1S(=O)(=O)N1CCCCC1`?
CaV13 FRET inh: -9; MC4R ag barr: 1.2; Cardio protect: 4; HTR2A ag: 2; MC4R antag cAMP: 3; ABHD5-PLIN5 inh: 7; Exocytosis inh: -1; Glyco luc inh: 0; PDI inh: 2; ABCB6 inh 2: 95

What do the screens show for `CC(=O)Nc1ccc(NC(=O)C(C)Oc2ccc(C)nc2[N+](=O)[O-])cc1` (centres undefined)?
CaV13 FRET inh: -6; MC4R ag barr: -2.5; Cardio protect: 13; HTR2A ag: -2; MC4R antag cAMP: -21; ABHD5-PLIN5 inh: 3; Exocytosis inh: 0; Glyco luc inh: -1; PDI inh: 3; ABCB6 inh 2: 100

What do the screens show for `COc1ccc(-c2noc(-c3ccccc3-c3ccccc3)n2)cc1OC`?
MC4R ag barr: 0.7; Cardio protect: -3; HTR2A ag: -2; MC4R antag cAMP: 12; ABHD5-PLIN5 inh: -4; Exocytosis inh: 21; Glyco luc inh: -5; PDI inh: -6; ABCB6 inh 2: 90

How did C=CC1C(N2CCOCC2)C(C)(C)S1(=O)=O (centres undefined) do in these assays?
CaV13 FRET inh: -2; MC4R ag barr: 0.9; Cardio protect: 1; HTR2A ag: 1; MC4R antag cAMP: 0; ABHD5-PLIN5 inh: -1; Exocytosis inh: -2; Glyco luc inh: 0; PDI inh: -2; ABCB6 inh 2: 97

What do the screens show for `CN(C)CCCNC(=S)NCCNc1nc2cc3c(cc2cc1C#N)OCO3`?
CaV13 FRET inh: 27; MC4R ag barr: 2.6; Cardio protect: 7; HTR2A ag: 0; MC4R antag cAMP: -1; ABHD5-PLIN5 inh: 12; Exocytosis inh: 15; Glyco luc inh: 0; PDI inh: -1; ABCB6 inh 2: 96

Reprinted at random: two compounds from above.
Results for CCOc1ccc(NS(=O)(=O)c2ccc(NS(C)(=O)=O)cc2)cc1 ?
MC4R ag barr: -1.4; Cardio protect: -1; HTR2A ag: 7; MC4R antag cAMP: 17; ABHD5-PLIN5 inh: 5; Exocytosis inh: 7; Glyco luc inh: 0; PDI inh: 7; ABCB6 inh 2: 106

What do the screens show for `COc1ccc(NS(=O)(=O)c2ccc(O)c([N+](=O)[O-])c2)cc1S(=O)(=O)N1CCCCC1`?
CaV13 FRET inh: -9; MC4R ag barr: 1.2; Cardio protect: 4; HTR2A ag: 2; MC4R antag cAMP: 3; ABHD5-PLIN5 inh: 7; Exocytosis inh: -1; Glyco luc inh: 0; PDI inh: 2; ABCB6 inh 2: 95

New compounds follow
Results for Cc1ccc(C(=O)/C=C/c2ccccc2)o1 ?
CaV13 FRET inh: -6; MC4R ag barr: -1.1; Cardio protect: -8; HTR2A ag: 0; MC4R antag cAMP: 1; ABHD5-PLIN5 inh: 15; Exocytosis inh: 1; Glyco luc inh: 6; PDI inh: 6; ABCB6 inh 2: 103

Results for O=P(OC1CCS(=O)(=O)C1)(c1ccccc1)c1ccccc1 (centres undefined) ?
CaV13 FRET inh: -4; MC4R ag barr: -1.2; Cardio protect: -1; HTR2A ag: -5; MC4R antag cAMP: 1; ABHD5-PLIN5 inh: -2; Exocytosis inh: 2; Glyco luc inh: 2; PDI inh: 1; ABCB6 inh 2: 100

How did CC(CC(=O)Nc1cccc(F)c1)S(=O)(=O)c1ccc2c(c1)NC(=O)CO2 (centres undefined) do in these assays?
CaV13 FRET inh: -3; MC4R ag barr: 0.3; Cardio protect: -6; HTR2A ag: 4; MC4R antag cAMP: 21; ABHD5-PLIN5 inh: 4; Exocytosis inh: -5; Glyco luc inh: -1; PDI inh: 2; ABCB6 inh 2: 98

How did Cc1ccc(S(=O)(=O)Nc2ccccc2CNc2c(C)n(C)n(-c3ccccc3)c2=O)cc1 do in these assays?
CaV13 FRET inh: -8; MC4R ag barr: -1.0; Cardio protect: -2; HTR2A ag: 7; MC4R antag cAMP: 13; ABHD5-PLIN5 inh: 3; Exocytosis inh: 0; Glyco luc inh: 0; PDI inh: -5; ABCB6 inh 2: 88

What do the screens show for `CCOC(=O)C1(CCOc2ccccc2)CCN(Cc2ccc(O)cc2)CC1`?
CaV13 FRET inh: -3; MC4R ag barr: -0.9; Cardio protect: 1; HTR2A ag: -8; MC4R antag cAMP: 8; ABHD5-PLIN5 inh: 3; Exocytosis inh: 56*; Glyco luc inh: -3; PDI inh: 12; ABCB6 inh 2: 107

What do the screens show for `COc1cc(NC(=O)[C@@H](NC(=O)c2ccco2)C(C)C)c(OC)cc1NC(=O)c1ccccc1`?
CaV13 FRET inh: 15; MC4R ag barr: -2.1; Cardio protect: -2; HTR2A ag: 2; MC4R antag cAMP: 12; ABHD5-PLIN5 inh: 2; Exocytosis inh: -2; Glyco luc inh: 0; PDI inh: -1; ABCB6 inh 2: 95

How did CN(C)CCCNCCCNC(=O)c1ccncc1 do in these assays?
CaV13 FRET inh: -3; MC4R ag barr: -0.7; Cardio protect: 2; HTR2A ag: -3; MC4R antag cAMP: 12; ABHD5-PLIN5 inh: 7; Exocytosis inh: 0; Glyco luc inh: 1; PDI inh: -1; ABCB6 inh 2: 98

What do the screens show for `N#CC1(NC(=O)CN2C(=O)NC(Cc3c[nH]c4ccccc34)C2=O)CCCCC1` (centres undefined)?
CaV13 FRET inh: -5; MC4R ag barr: 1.5; Cardio protect: -2; HTR2A ag: 3; MC4R antag cAMP: -5; ABHD5-PLIN5 inh: -8; Exocytosis inh: -5; Glyco luc inh: 2; PDI inh: 1; ABCB6 inh 2: 100

Bioassay records: PubChem, several laboratories
